From PubChem
All columns: NCI-60 one-dose screen, growth in % after 48 h at 10 µM unless noted; 100 = growth as untreated, 0 = no growth, -100 = all killed.
SNB-19 = SNB-19 CNS cancer cells | 2.5% of 81,000 active
SF-539 = SF-539 CNS cancer; 6.8% of 81,000 active
PC-3 = PC-3 prostate cancer cells; 3.9% of 80,000 active; AID 1794754
SNB-75 = SNB-75 CNS cancer. 5% of 79,000 active. AID 1794750
SF-295 = SF-295 CNS cancer cells; 5.6% of 79,000 active; AID 1794758
U251 = U251 CNS tumor cells; 5.4% of 80,000 active; AID 1794753
HCC-2998 = HCC-2998 colon cancer | 4.7% of 79,000 active
SF-268 = SF-268 CNS cancer cells; 3.1% of 82,000 active; AID 1794759
* hit, by the source's call; . = no result given; & = joins results of further samples; ! = not confirmed by another sample. How the source made its calls: active means growth percent below 10; inactive means the rest.

SMILES	SNB-19	SF-539	PC-3	SNB-75	SF-295	U251	HCC-2998	SF-268
O=C(O)/C=C\c1ccc(OCc2ccccc2)cc1	97	96	95	93	97	97	98	96
CC(CCC(=O)O)(NC(=O)c1ccc([N+](=O)[O-])cc1)C(=O)O (stereo not drawn)	.	105	98	92	106	104	90	104
COc1ccc(/C=N/NC(=O)Cn2c(C(C)C)nc3ccccc32)cc1	86	96	94	89	111	99	107	94
c1ccc2c(c1)oc1cc3sccc3nc12	98	99	93	.	108	92	118	97
CCn1c2[n+](c3ccccc31)CCC2	115	106	99	97	98	96	111	105
CN(C)c1oc(-c2cc3ccccc3oc2=O)nc1C#N	91	93	98	87	101	95	102	98
Cc1ccc(Nc2nc(C)c(C(/C=C/c3ccc4c(c3)OCO4)=N/Nc3ccc([N+](=O)[O-])cc3[N+](=O)[O-])s2)c([N+](=O)[O-])c1	98	111	73	95	106	.	97	93
O=C1CSC(c2cn(-c3ccccc3)nc2-c2ccc([N+](=O)[O-])cc2)N1c1cccc(F)c1 (stereo not drawn)	104	98	102	108	98	96	109	113
Oc1ccc(-c2ccc3c(c2)ncn3-c2ccc(O)cc2)cc1	97	56	99	81	96	70	102	81
COC(=O)/C=C/c1c(C2(C)NC(=O)c3ccccc3N2)c(=O)oc2ccc(Cl)cc12 (stereo not drawn)	91	96	89	74	95	88	102	93
CC1(C)O[C@@H]2C[C@H]3[C@@H]4CCC5=CC(=O)CC[C@]5(C)[C@@]4(F)[C@@H](O)C[C@]3(C)[C@]2(C(=O)CO)O1	107	78	88	119	119	95	.	85
CC(Cc1ccccc1)NC(=O)CCNNC(=O)c1ccncc1 (stereo not drawn)	102	97	95	101	102	97	105	104
CNC(=O)C(O)C(Cc1ccccc1)NC(=O)c1[nH]c2ccccc2c(=O)c1C (stereo not drawn)	100	100	93	90	101	99	104	102
COc1ccc(CN2c3ccccc3Sc3ccccc32)cc1O	33	-11*	26	27	4.2*	18	.	46
CC(C)=CCc1c(O)c(C(=O)CC(C)COC(=O)/C=C/c2ccccc2)c(O)c2c(-c3ccccc3)cc(=O)oc12 (stereo not drawn)	89	79	61	83	79	83	94	85
COc1ccc(-c2nc(SCc3nc4ccccc4[nH]3)nc(N3CCNCC3)c2C#N)cc1	75	90	75	67	92	79	90	79
CC(=O)Nc1ccc(-c2cc3cnc4ccccc4c3oc2=O)cc1	103	107	97	97	101	102	105	97
Nc1ncc(-c2ccc3ncnc(-n4cnc5cc(F)c(F)cc54)c3c2)cn1	87	79	72	51	75	86	89	69
CC(C)(C)c1cc(/N=C/c2ccc(Cl)cc2)n(-c2ccccc2)n1	99	94	84	114	127	96	110	112
COC(=O)c1ccc(-n2cc(CCCNC(=O)c3ccc(C)cc3)nn2)cc1	96	102	99	93	99	97	107	99

Random excerpt: 5 records from the list
SMILES	SNB-19	SF-539	PC-3	SNB-75	SF-295	U251	HCC-2998	SF-268
COC(=O)c1ccc(-n2cc(CCCNC(=O)c3ccc(C)cc3)nn2)cc1	96	102	99	93	99	97	107	99
O=C1CSC(c2cn(-c3ccccc3)nc2-c2ccc([N+](=O)[O-])cc2)N1c1cccc(F)c1 (stereo not drawn)	104	98	102	108	98	96	109	113
CC(Cc1ccccc1)NC(=O)CCNNC(=O)c1ccncc1 (stereo not drawn)	102	97	95	101	102	97	105	104
COc1ccc(CN2c3ccccc3Sc3ccccc32)cc1O	33	-11*	26	27	4.2*	18	.	46
Oc1ccc(-c2ccc3c(c2)ncn3-c2ccc(O)cc2)cc1	97	56	99	81	96	70	102	81

New compounds follow.
SMILES	SNB-19	SF-539	PC-3	SNB-75	SF-295	U251	HCC-2998	SF-268
Cc1c(-c2nnc(SCc3ccccc3)n2Cc2ccccc2)nn(-c2ccc(Cl)cc2Cl)c1-c1ccc(Cl)cc1	79	82	41	68	61	66	79	76
NNC(=O)CN(CC(=O)NN)CC(=O)NN	112	101	101	110	107	105	112	114
c1ccc(-c2ccc3c(c2)NC(C2Nc4cc(-c5ccccc5)ccc4O2)O3)cc1 (stereo not drawn)	110	107	110	101	109	107	110	123
Oc1ccccc1-c1nc2c([nH]1)-c1cccc3cccc-2c13	94	95	85	87	114	100	105	94
O=C(O)c1ccc(-n2cc(CNc3cccc(OC(F)(F)F)c3)c(-c3ccc(F)cc3)n2)cc1	98	99	82	74	74	78	93	98
COC(=O)[C@]1(C)CCC[C@@]2(C)[C@H]1CC(C=O)=C1C=C(C(C)C)CC[C@@H]12	96	108	98	77	95	99	106	95
Oc1[nH]c(N=C2N=c3ccccc3=N2)c2ccccc12	91	95	55	62	78	44	81	69
Cc1cc(/C=C2\SC(=Nc3ccccc3)N(C3CCCC3)C2=O)c(C)n1-c1ccc(Cl)cc1	-66*	-71*	-63*	-51*	-70*	-91*	-84*	-48*
COC(=O)c1ccc2[nH]c(O)c(C(=Nc3ccc(N(C)C(=O)CN4CCN(C)CC4)cc3)c3ccc4c(c3)OCO4)c2c1	14	-19*	19	-1.8*	28	13	16	12
COc1ccc(C(=O)COc2ccc(/C=C3\CSc4ccc(C)cc4C3=O)cc2)cc1	.	97	.	108	119	104	.	102
CN(C)c1ccc(C(=O)c2ccc([N+](=O)[O-])cc2)cc1	101	102	99	101	94	97	97	97
O=C(Cc1ccccc1)c1ccc(N2CCOCC2)cc1	105	104	100	98	.	98	107	104
O=C(CCc1nnc2sc(OCc3ccccc3)nn12)c1nc2ccc([N+](=O)[O-])cc2[nH]1	108	98	94	103	97	100	101	95
O=C(O)C(CS(=O)(=O)O)Nc1ncnc2nc[nH]c12 (stereo not drawn)	.	94	106	92	112	127	138	105
Cn1cc(C(Nc2nc(-c3ccccc3)cs2)c2ccc(Br)cc2)c2ccccc21 (stereo not drawn)	100	99	76	122	85	92	98	91
COc1ccc(NC(=O)c2sc3nc4c(cc3c2N)CN(CCc2ccccc2)CC4)cc1	104	101	101	.	99	116	99	99
CC(C)c1nc2ccccc2n1CC(=O)O	103	108	94	86	107	95	104	104
COc1ccc2nc3cc(Cl)ccc3c(NCCNCC(C)O)c2c1 (stereo not drawn)	34	26	28	64	35	-8.3*	41	36
N#C/C(=C\c1ccc(N2CCCCC2)cc1)C(=O)Nc1sc2c(c1C#N)CCC2	99	90	92	87	96	97	105	90
COc1cc(/C=C/C(=O)C(=O)/C=C/c2ccc(OCc3ccccc3)c(OC)c2)ccc1OCc1ccccc1	105	100	92	93	102	98	91	110
COc1c(B(O)O)cccc1-c1nc2c(F)cc3[nH]ncc3c2c2c1CCCC2	6.9*	-28*	14	-88*	7.6*	14	1.2*	12
Nc1c(Cl)cc(C(=O)NC2CC2)cc1Cl	103&107	98&99	95&104	90&89	89&106	96&106	115&104	106&123
Nc1ccc([N+](=O)[O-])cc1-c1nc2ccccc2[nH]c1=O	97	93	90	71	106	103	106	98
c1ccc(C(Nc2cccnc2)c2ccccc2)cc1	96	101	80	96	91	94	109	102
O=C1c2cccc3c(-c4ccc(-c5nc6c7ccccc7c7ccccc7c6[nH]5)cc4)ccc(c23)C(=O)N1Cc1ccccc1	109	105	106	111	100	103	111	107
COc1cc(C[C@H]2OC(=O)C=C2c2ccc(O)cc2OC)ccc1O	111	95	88	73	98	104	100	101
CN1CCOCCOCCOc2ccccc2NC(=O)c2nc(cnc2N)-c2ccc(cc2)S1(=O)=O	82	.	54	52	58	55	32	63
N#Cc1nc(/C=C2\SC(=S)N(CC3CCCO3)C2=O)cs1 (stereo not drawn)	98	96	96	94	104	93	107	99
CN(C)c1ccc(N=Nc2ccc(N(C)C)cc2)cc1	105	104	89	89	107	101	104	100
C=CCn1c(SCC(=O)Nc2cccc(C(=O)/C=C/c3cccc([N+](=O)[O-])c3)c2)nc2ccccc2c1=O	90	97	87	85	93	88	101	93
CCCCCNCCCCCNc1cc(OC)cc2cccnc12	94	88	70	62	.	80	93	96
Cc1cc2[nH]c(=O)[nH]c2cc1C	107	102	100	84	102	110	102	104
Cc1ccc(NC(=O)c2c(Nc3ccccc3)nn3c(Nc4ccccc4)c(-c4nc5ccccc5s4)c(N)nc23)cc1	99	97	79	92	95	96	96	99
CCCC(C)C(=O)OC1CCC(C)CC1 (stereo not drawn)	99	106	96	101	95	95	116	104
COc1ccc(Oc2ccc(/C=C/C(=O)c3ccc(OC)c(OC)c3)cc2)cc1	86	100	82	72	87	69	104	97
CC1(C)Oc2cc3oc(=O)ccc3cc2C[C@@H]1OCCOS(=O)(=O)C(F)(F)F	104	96	99	104	89	100	101	106
Cc1ccc2c(OCC(=O)N/N=C/c3ccc(Cl)cc3)cc(=O)[nH]c2c1	96	96	100	72	100	109	109	103
COc1ccc(C(=O)/C=C/c2ccc(OCc3ccccc3)c(OC)c2)cc1OC	14&87	-38*!	37&46	-16*!	26&57	10&10	15	33&44
COc1cc(NCCCCN=C(N)NC(N)=NC(C)C)c2ncccc2c1	56	78	23	.	113	50	12	54
CC(=O)OC[C@H]1O[C@@H](OCc2cn(CC(=O)O[C@@H]3C[C@]4(C)[C@H]5CC[C@@H]6[C@H]7[C@H](C(C)C)CC[C@]7(C(=O)O)CC[C@@]6(C)[C@]5(C)CC[C@H]4C(C)(C)C3=O)nn2)[C@H](OC(C)=O)[C@@H](OC(C)=O)[C@@H]1OC(C)=O	89	88	56	94	81	80	90	89
Cc1ccc(-c2nc3nc(-c4ccc(F)cc4)nc(N4CCCNCC4)c3o2)cc1	-94*	-98*	-85*	-96*	-86*	-93*	-89*	-66*
O=C(Nc1ccc(Br)cc1)Oc1ccc(Cl)cc1C(=O)c1ccccc1	89	87	97	88	100	96	110	90
CCN(CC)CCC(CNc1c2ccc(Cl)cc2nc2ccc(OC)cc12)c1ccccc1 (stereo not drawn)	5.5*	-80*	18	.	-33*	-59*	-72*	8.5*
CC(C)(C)NC(=O)C1CSC2(C(=O)N(Cc3ccccc3)c3ccccc32)N1C(=O)C1CCCCC1 (stereo not drawn)	85	93	57	73	86	79	97	81
CC1=NCC2NC(=O)NC(C)=C12 (stereo not drawn)	99	96	94	.	103	103	113	96
O=c1[nH]c(Sc2sc3ccc(Cl)cc3c2CBr)nc(=S)[nH]1	61	32	26	54	23	39	48	49
COc1ccc(C(F)(F)F)cc1[N+](=O)[O-]	112	107	87	117	99	96	108	111
Cn1cc(-c2nc(-c3ccsc3)cs2)c2cccnc21	94	91	.	90	94	90	99	97
O=C1CCc2ccccc2N1	96	105	102	78	107	102	85	97
COc1ccc(N2CCN(c3ncnc4sc5c(c34)CCN(C(=O)OC(C)(C)C)C5)CC2)cc1	90	101	78	95	102	96	105	92
O=Cc1cn(S(=O)(=O)c2ccc(Cl)cc2)c2ccccc12	96	100	90	85	100	94	101	92
O=c1c([N+](=O)[O-])c[nH]c2cc(Cl)ccc12	90	99	101	91	107	101	.	103
O=C(OC(=O)C(c1ccccc1)C1CCCCC1)C(c1ccccc1)C1CCCCC1 (stereo not drawn)	99	99	88	88	99	93	105	102
O=Nc1c(O)ccc2ccccc12.O=Nc1c(O)ccc2ccccc12.O=Nc1c([O-])ccc2ccccc12.[Fe+3]	109	96	89	73	.	.	113	106
O=C(c1ccc2ccccc2c1O)N1CCCCC1	102	107	103	96	.	103	107	119
BrC/C=C/C[P+](c1ccccc1)(c1ccccc1)c1ccccc1	47	10	22	.	38	18	72	59
CNC(=O)c1ccc(N)cc1	100	106	118	107	107	107	112	105
C[N+](C)(C)CC(=O)NNC(=O)Nc1ccc(Cl)cc1	101	99	96	111	97	105	117	107
CCOC(=O)Cc1ccc(OC)c(OC)c1	110	104	95	97	107	101	106	103
COc1ccc(Cn2cc(Cn3cc(C=C4C(=O)NC(=O)NC4=O)c4ccccc43)nn2)cc1	90	88	85	78	77	92	109	83
Carrying on:
SMILES	SNB-19	SF-539	PC-3	SNB-75	SF-295	U251	HCC-2998	SF-268
CCCCc1nc(Cl)c(C2CC(c3ccc(C(F)(F)F)cc3)=NN2C(C)=O)[nH]1 (stereo not drawn)	90	99	79	86	87	88	106	78
C=COCC(F)(F)F	105	104	104	83	93	93	107	114
CC1(C)CC[C@]2(C(=O)O)CC[C@]3(C)C(=CCC4[C@@]5(C)C[C@@H](O)[C@@H]6OC(c7ccc(Cl)cc7)OC[C@@]6(C)C5CC[C@]43C)C2C1 (stereo partly drawn)	75	91	64	92	39	59	85	79
COc1ccc(-c2nc(SCCC(C)C)nc(N/N=C\c3ccc(F)cc3)c2C#N)cc1	96	96	93	94	96	87	97	95
CC(C)C/C=C/C=C/C(=O)N[C@@H](CC(N)=O)C(=O)N[C@@H]1C(=O)N[C@H](c2ccc(O)cc2)C(=O)N[C@H](CCCN)C(=O)N[C@H]([C@@H](C)O)C(=O)N[C@H](c2ccc(O)cc2)C(=O)N[C@H](c2ccc(O)cc2)C(=O)N[C@H]([C@H](C)O)C(=O)N[C@H](Cc2ccccc2)C(=O)N[C@H](CCCN)C(=O)N[C@H](c2ccc(O[C@H]3O[C@@H](CO)[C@@H](O)[C@@H](O)[C@H]3O[C@@H]3O[C@H](CO)[C@H](O)[C@H](O)[C@@H]3O)cc2)C(=O)N[C@H]([C@H](C)O)C(=O)N[C@H](c2ccc(O)cc2)C(=O)NCC(=O)N[C@H](CC(C)C)C(=O)N[C@H](C)C(=O)N[C@H](c2ccc(O)c(Cl)c2)C(=O)O[C@@H]1C(N)=O	21	4.2*	83	82	20	-19*	104	60

In the list so far, these have a CF3 group:
SMILES	SNB-19	SF-539	PC-3	SNB-75	SF-295	U251	HCC-2998	SF-268
O=C(O)c1ccc(-n2cc(CNc3cccc(OC(F)(F)F)c3)c(-c3ccc(F)cc3)n2)cc1	98	99	82	74	74	78	93	98
CC1(C)Oc2cc3oc(=O)ccc3cc2C[C@@H]1OCCOS(=O)(=O)C(F)(F)F	104	96	99	104	89	100	101	106
COc1ccc(C(F)(F)F)cc1[N+](=O)[O-]	112	107	87	117	99	96	108	111
CCCCc1nc(Cl)c(C2CC(c3ccc(C(F)(F)F)cc3)=NN2C(C)=O)[nH]1 (stereo not drawn)	90	99	79	86	87	88	106	78
C=COCC(F)(F)F	105	104	104	83	93	93	107	114
